BAZ2B inh: inhibitors of human BAZ2B bromodomain. 360,000 tested, 4.4% active. Potency, µM (highest dose often 114 µM), for the others: at the highest dose activity change, negative = inhibition, usual class: inhibitors. AID 504333. AlphaScreen BAZ2B-H3K14Ac peptide displacement. Q9UIF8; also: nearly all actives have a fitted effect of over 60% in size
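In this displacement format the biotinylated H3(5-23) peptide acetylated at Lys14 serves as ligand at 50 nM, with BAZ2B at 50 nM in PBS pH 7.4 containing 0.01% Tween-20. Donor and acceptor beads are 10 ug/mL final.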
G9a inh: inhibitors of human histone lysine methyltransferase G9a; Q96KQ7; G9a H3K9 monomethylation, AlphaScreen, 2 h; Potency, µM (highest dose often 102 µM), without a hit: top-dose activity, negative = inhibition, hits mostly inhibitors; 350,000 tested, 8.8% active; AID 504332; also: nearly all actives have a fitted effect of over 75% in size
Target sequence (Q96KQ7 913-1193 limits assumed): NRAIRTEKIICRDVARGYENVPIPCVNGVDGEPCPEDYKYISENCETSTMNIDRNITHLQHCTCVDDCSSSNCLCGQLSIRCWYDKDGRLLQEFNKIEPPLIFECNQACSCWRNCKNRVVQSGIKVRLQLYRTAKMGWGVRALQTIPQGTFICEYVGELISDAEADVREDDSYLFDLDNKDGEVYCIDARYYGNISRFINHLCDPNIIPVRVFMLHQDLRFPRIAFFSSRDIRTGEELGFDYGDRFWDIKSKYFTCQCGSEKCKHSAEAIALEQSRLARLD
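AlphaScreen read-out: biotin-H3K9 peptide (500 nM) methylation by 20 nM enzyme with 20 uM SAM, 2 h at room temperature after 15 min compound preincubation; anti-monomethyl H3K9 antibody plus donor/acceptor beads, 10 min dark.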
Starred values were filed as active, the others as inactive; ? = inconclusive; [ ] = remark or other dose. Calls follow the shape of the dose curve; as a rule, active = well fitted inhibition curve with a large enough effect; inconclusive = small, poorly fitted or top-dose-only effect; inactive = no such curve, though single readings can be large or run the other way. % is scaled to controls: 0 for no effect and ±100 for the full control effect; potency is read from the fitted curve at half-maximal effect. The list is partial; rates above refer to the full screens.

SMILES	BAZ2B inh	G9a inh
CCOc1ccc(NC(=S)N2CCn3c(nc4ccccc43)C2)cc1	-11%	3%
Cc1nc2ccccc2n1CCc1nc2c3ccccc3nc(SCC#N)n2n1	7%	12%
O=C(CSc1ncnc2c1cnn2CCc1ccccc1)Nc1ccc(F)cc1	0%[57.1 µM]	56%[activator]
COc1ccc(-c2ccc(-c3nnc(-c4ccncc4)o3)cc2)cc1	11%	9%[59 µM]
CCCC(C)C(=O)OCC(=O)Nc1ccc(Br)cc1 (stereo not drawn)	4%	32µM*
O=C(N/N=C/c1cc([N+](=O)[O-])ccc1O)C1C2CCCCC21 (stereo not drawn)	45µM*	?
CC1(C)Oc2ccc3ccc(=O)oc3c2/C(=C/NCCN/C=C2\C(=O)C(C)(C)Oc3ccc4ccc(=O)oc4c32)C1=O	6%	-2%[59 µM]
Cc1ccccc1OCCOc1ccccc1C=C(C#N)C#N	24%	18%[59 µM]
C#CCOCCOCCOCCNc1nc(N2CCN(C(=O)[C@H](CCCCN)n3cc(C(N)COC(=O)C(F)(F)F)nn3)CC2)nc(N2CCN(C(=O)[C@H](CCCCN)n3cc(C(N)CC(C)C)nn3)CC2)n1 (stereo partly drawn)	79µM*	?
Cc1ccc2cc3c(N)c(C(=O)N4CC(=O)Nc5ccccc54)sc3nc2c1	-2%	-8%[0.0925 µM]
Cc1noc(C(=O)Nc2ccc(Cl)cc2)c1Cl	4%	11%
Nc1ccc(C(=O)Oc2ccc([N+](=O)[O-])cc2)c(O)c1	-3%	-39%
Cc1ccc(CNc2ccc3c(c2)OCO3)c(C)c1	45µM*	13µM*
Cc1cc(C)n2c(SCC(=O)Nc3ccc(Cl)cn3)nnc2n1	6%	10%[0.501 µM]
N#CC1=C(N)N2C(=C(C#N)C1c1ccccc1)Sc1ccccc12 (stereo not drawn)	-1%	?
CCc1ccccc1NC(=S)NN	-3%	?
CCOC(=O)C1CCN(CC(=O)Nc2c(C(=O)OC)[nH]c3ccccc23)CC1	10%	-6%
Cn1c(=O)c2c(SCC(=O)N3CCOCC3)nc(C3CCCCC3)nc2n(C)c1=O	-22%	-21%
CCOC(=O)N1CCN(C(=O)CSc2ccc(-c3cccnc3)nn2)CC1	8%	1%
CC(C)Cc1nc2oc3c(N4CCN(C)CC4)ncnc3c2c2c1CCCC2	0%	0%
COc1ccc(O[C@H]2C=C[C@@H](c3ccccc3)O[C@@H]2CO/N=C(\C)CCN2CCc3nc(-c4ccccc4)c(-c4ccccc4)cc3C2)cc1	-38%	32µM*
CCn1c(=N)c(S(=O)(=O)c2ccc(Cl)cc2)cc2c(=O)n3ccccc3nc21	-12%	25%
O=C(NCCNC1CCN(Cc2ccccc2)CC1)c1cccs1	?	1.8µM*
Cc1sc2nc(CSc3nc4ccccc4s3)[nH]c(=O)c2c1C	?	8.9µM*
O=C1CCc2cc(S(=O)(=O)NC(Cc3ccccc3)C(=O)NC3CCCCC3)ccc2N1 (stereo not drawn)	62%[activator]	-8%
O=C(O)CNS(=O)(=O)c1ccc(-c2ccccc2)cc1	-5%	-7%
COc1cc(C2CC(=O)N3CN(c4ccccc4C)CSC3=C2C#N)cc(OC)c1OC (stereo not drawn)	?	1.4µM*
COc1cccc(C(=O)Nc2ccc3nc(N4CCN(c5ncccn5)CC4)cc(C)c3c2)c1OC	0%	8%[59 µM]
Cc1ccc2nc(NC3=NCN(CCc4ccccc4)CN3)nc(C)c2c1	12%	20%
Cc1cccc(NC(=O)C2CC(=O)NC(Nc3nc4ccccc4s3)=N2)c1 (stereo not drawn)	-4%	15%[59 µM]
Fc1ccccc1Nc1nc2c(s1)CCc1ccccc1-2	?	6.3µM*
COc1cccc(C2C(C(=O)c3cccs3)=C(O)C(=O)N2CCCn2ccnc2)c1OC (stereo not drawn)	35%[activator]	32%[59 µM]
CC1(C)CC(=O)C2=C(C1)O[C@@]1(c3ccsc3)Cc3cc(C#N)ccc3C2O1	-7%[22.9 µM]	-12%[2.33 µM]
O=C(Oc1ccc([N+](=O)[O-])cc1)c1ccc(Cl)c(S(=O)(=O)N2CCCCC2)c1	-5%	?
Cc1ccc(C)n1-c1ccc(-c2nnco2)cc1	-36%	45µM*
Cc1ccc2nc(-c3ccc(N4C(=O)CC(N5CCCC(C)C5)C4=O)cc3)sc2c1 (stereo not drawn)	1%	-3%[59 µM]
CN(C)CCNC(=O)Cc1c(C(=O)O)n(C)c2ccccc12	24%	-5%
CN1CCc2c(sc(NC(=O)c3ccc4ccccc4c3)c2C(N)=O)C1	-18%	1%
CCN1CCc2c(OCC(=O)Nc3cccc(C)c3C)cccc2C1=O	-18%	3%
[O-][n+]1onc2c1CCC(=N/O)/C2=N\Nc1ccccc1	50µM*	25µM*
CCOc1cc(/C=N/NC(=O)c2cc(C)[nH]n2)ccc1OC(=O)c1ccc([N+](=O)[O-])cc1	-1%	33%
COC(=O)[C@@]1(Cc2ccc(OC)cc2)[C@H]2c3cc(C(=O)N4CCCC4)n(Cc4ccc(C)o4)c3C[C@H]2CN1C(=O)c1ccccc1	40µM*	79µM*
Cc1nc(N2CCN(C(c3ccccc3)c3ccccc3)CC2)nc2c1C(=O)CCC2	-1%	6%
CN(C)CCN1C(=O)c2oc3ccccc3c(=O)c2C1c1ccccc1 (stereo not drawn)	0%	0%
Cc1cccc(N2CCCn3c2nc2c3c(=O)n(CC(=O)OCc3ccccc3)c(=O)n2C)c1	-6%	?
CN1CCN(CC(O)c2ccccc2)CC1 (stereo not drawn)	-4%	27%
CC(NC(=O)C1CCC(CNS(=O)(=O)c2ccccc2)CC1)c1ccc2c(c1)OCCO2 (stereo not drawn)	-16%	-3%
O=C(CC(Sc1ccc(Br)cc1)C(=O)O)c1ccc(Br)cc1 (stereo not drawn)	1%	25µM*
CC(=O)N1CCc2cc(C(=O)CN3CCCN(Cc4ccc(F)cc4)C3)ccc21	1%	45µM*
Cc1n[nH]c(C)c1Sc1ccccc1N=Cc1cc([N+](=O)[O-])ccc1O	4%	10µM*
CCn1c2ccccc2c2cc(NC(=O)c3coc(=O)c(Br)c3)ccc21	-11%	7.1µM*
CCN(CC)CCCN1C(=O)C(=O)/C(=C(/O)c2ccc3c(c2)CC(C)O3)C1c1ccncc1 (stereo not drawn)	1%	-22%
CC(C)c1ccccc1NC(=O)c1ccc(CN(c2ccccc2)S(=O)(=O)c2ccccc2)cc1	0%	-1%[59 µM]
c1coc(-c2nnc(-c3ccc4c(c3)OCO4)o2)c1	-34%	13%[59 µM]
Cn1c(-c2nonc2NC(=O)c2ccc(C(C)(C)C)cc2)nc2ccccc21	1%	10%
CCCCCCC12CCC(C(=O)O)(CC1)CC2	8%	0%[59 µM]
CCO[C@H]1OC(C(=O)O)=C[C@@H](C2CC2)[C@@H]1CCCO	-1%	7%[59 µM]
CC(C)Cn1cnc2c(c1=O)c1nc3ccccc3nc1n2Cc1ccc2c(c1)OCO2	7%	-48%[2.33 µM]
O=C(c1ccccc1)[C@H]1[C@H](c2ccccc2)[C@@]2(N=C(c3ccccc3)OC2=O)C2c3ccccc3C=NN21 (stereo partly drawn)	12%[57.1 µM]	-29%[59 µM]
COc1ccc(N2CCn3c2nc2c3c(=O)n(CCN3CCOCC3)c(=O)n2C)cc1	14%	-29%

16 of these compounds in another layout.
| compound | BAZ2B inh | G9a inh |
| --- | --- | --- |
| Cc1cccc(N2CCCn3c2nc2c3c(=O)n(CC(=O)OCc3ccccc3)c(=O)n2C)c1 | -6% | ? |
| CN1CCN(CC(O)c2ccccc2)CC1 (stereo not drawn) | -4% | 27% |
| CC(NC(=O)C1CCC(CNS(=O)(=O)c2ccccc2)CC1)c1ccc2c(c1)OCCO2 (stereo not drawn) | -16% | -3% |
| O=C(CC(Sc1ccc(Br)cc1)C(=O)O)c1ccc(Br)cc1 (stereo not drawn) | 1% | 25µM* |
| CC(=O)N1CCc2cc(C(=O)CN3CCCN(Cc4ccc(F)cc4)C3)ccc21 | 1% | 45µM* |
| Cc1n[nH]c(C)c1Sc1ccccc1N=Cc1cc([N+](=O)[O-])ccc1O | 4% | 10µM* |
| CCn1c2ccccc2c2cc(NC(=O)c3coc(=O)c(Br)c3)ccc21 | -11% | 7.1µM* |
| CCN(CC)CCCN1C(=O)C(=O)/C(=C(/O)c2ccc3c(c2)CC(C)O3)C1c1ccncc1 (stereo not drawn) | 1% | -22% |
| CC(C)c1ccccc1NC(=O)c1ccc(CN(c2ccccc2)S(=O)(=O)c2ccccc2)cc1 | 0% | -1%[59 µM] |
| c1coc(-c2nnc(-c3ccc4c(c3)OCO4)o2)c1 | -34% | 13%[59 µM] |
| Cn1c(-c2nonc2NC(=O)c2ccc(C(C)(C)C)cc2)nc2ccccc21 | 1% | 10% |
| CCCCCCC12CCC(C(=O)O)(CC1)CC2 | 8% | 0%[59 µM] |
| CCO[C@H]1OC(C(=O)O)=C[C@@H](C2CC2)[C@@H]1CCCO | -1% | 7%[59 µM] |
| CC(C)Cn1cnc2c(c1=O)c1nc3ccccc3nc1n2Cc1ccc2c(c1)OCO2 | 7% | -48%[2.33 µM] |
| O=C(c1ccccc1)[C@H]1[C@H](c2ccccc2)[C@@]2(N=C(c3ccccc3)OC2=O)C2c3ccccc3C=NN21 (stereo partly drawn) | 12%[57.1 µM] | -29%[59 µM] |
| COc1ccc(N2CCn3c2nc2c3c(=O)n(CCN3CCOCC3)c(=O)n2C)cc1 | 14% | -29% |

(listing goes on)
SMILES	BAZ2B inh	G9a inh
COc1ccccc1N1CCN(C(=O)COc2ccc(S(=O)(=O)NC(C)(C)C)cc2)CC1	1%	13%
CN(C)c1ccc(/C=N/NC(=O)CN2CCN(c3ccc(F)cc3)CC2)cc1	-17%	-9%[59 µM]
COc1ccc(OCc2cc(C(=O)NC3CCOC(C)(C)C3)no2)c2ccccc12 (stereo not drawn)	-38%	-30%
O=C1[C@@H]2Cc3c([nH]c4ccccc34)[C@@H](c3ccccc3)N2C(=O)[C@@H]2Cc3c([nH]c4ccccc34)[C@@H](c3ccccc3)N12	?	14µM*
COc1ccccc1/C=C/C=N/NC(=O)c1ccc2nc[nH]c2c1	-11%	79%[activator][59 µM]
O=C(CSC1=NC(=O)C(Cc2ccccc2)C(=O)N1)Nc1ncccn1 (stereo not drawn)	-6%	79µM*
O=C(C1=C(O)C(=O)N(CCCN2CCOCC2)C1c1ccncc1)c1cc2ccccc2o1 (stereo not drawn)	1%	?
Cc1nc(NC2=NCN(Cc3ccco3)CN2)nc2ccccc12	-14%	18%[59 µM]
CCN1C/C(=C\c2cccc(C)c2)c2nc3ccccc3c(C(=O)O)c2C1	?	17%[0.501 µM]
CC(=O)Nc1ccc(NC(=O)Cn2cc3c(n2)CCC(C)C3)cc1 (stereo not drawn)	5%	-7%[59 µM]
Cc1cccc(CNc2ncnc3ccc(-c4cccc(C)c4)cc23)c1	-4%	-5%[12.7 µM]
O=C(Oc1cccc(O)c1)C1CCCCC1	-10%	?
CCOC(=O)c1cnc(-n2nc(C)cc2C)nc1Nc1ccccc1OC	?	-22%
Cc1ccc(-n2c(SCC(=O)N3CCCC3)nc3c(c2=O)SCC3)cc1	6%	-9%[59 µM]
N#CC1=C(N)C(C#N)(C#N)C(c2cccnc2)C2CCCC=C12 (stereo not drawn)	-22%	45µM*
O=C1C=CC(=O)N1c1ccc(Sc2ccc([N+](=O)[O-])cc2)cc1	?	8.9µM*
Nc1c(C(=O)Nc2ccccc2)sc2nc(-c3cccnc3)ccc12	-26%	?
COc1ccc2cc(/C(C)=N/NC(=S)Nc3cc(S(=O)(=O)N4CCOCC4)ccc3N3CCOCC3)ccc2c1	-5%	-104%[59 µM]
COc1cc2c(cc1OC)C(c1cc3cccc(C)c3[nH]c1=O)N(C(=O)c1ccco1)CC2 (stereo not drawn)	-31%	-16%
COc1ccccc1-c1cc(C(=O)N2CCc3ccccc3C2)c2ccccc2n1	-7%	10%[59 µM]
COc1ccccc1C(=O)Nc1cccc(-c2cn3ccsc3n2)c1	?	22%[12.7 µM]
CC1=NN(c2ccccc2)C(=O)C1N=Nc1ccc(C)cc1 (stereo not drawn)	?	?
COc1ccc2nc(C)c(C(=O)OCCN(C)C)cc2c1	5%	50µM*
CCn1cc(C(=O)NC2CC3CCC2C3)c(=O)c2ccc(C)nc21 (stereo not drawn)	-1%	22%[2.33 µM]
Cc1nn(-c2ccccc2)c(Cl)c1/C=N/NC(=O)CNc1n[nH]c(=O)[nH]c1=O	-28%	3%
COc1ccc(CNC(=O)C/C(C)=N/NC(=O)c2cc(OC)cc(OC)c2)cc1	0%	15%
CC(C)(C)NC(=O)CN(Cc1ccc2c(c1)OCO2)C(=O)CNC(=O)c1cccs1	-29%	16%
O=Nc1ccc(NOC(=O)c2ccc(Br)cc2)cc1	-36%	?
COC(=O)CCC(=O)OC1(C)C(=O)C2=CN(CCN3CCOCC3)C(c3ccc(OC)cc3)=CC2=C(Br)C1=O (stereo not drawn)	-24%	-44%[59 µM]
Cc1ccc(C(=O)NNC(=O)CSc2nnc(-c3ccncc3)n2-c2ccc(C)cc2)cc1	2%	-11%[0.0925 µM]
CCc1nc(SCC(=O)Nc2c(C)nn(C)c2C)c2cnn(-c3ccccc3)c2n1	7%	10%[0.501 µM]
Cc1cc(C)nc(Nc2n[nH]c(Cc3ccccc3)n2)n1	7%	-9%[59 µM]
Cc1ccc(NC(=O)c2ccc3ncsc3c2)cc1S(=O)(=O)N(C)C	56µM*	?
Cc1cccn2c(=O)c3cc(C#N)c(=N)n(Cc4ccncc4)c3nc12	10%	10%[59 µM]
O=c1c2ccccc2oc2nc3ccn(Cc4ccncc4)c(=O)c3cc12	0%	-2%[59 µM]
